Compound activity as filed in PubChem BioAssay.
KKLEB cytotox: cytotoxicity in KKLEB CF airway cells, primary screen, cytotoxicity control for CF NF-kB inhibitor project, cell-based, uHTS, fluorescence assay plates. KKLEB CF airway cells viability, ATPlite luminescence, overnight; hits give low values; cells stimulated with P. aeruginosa culture filtrate. activity change (cytotoxicity), % at 5 µM. hit rate 0.36% among 360,000;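 active means corrected activity change at or below -50% at 5 µM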
CF NFkB block: inhibitors of PAF-induced NF-kB signaling, primary screen, cell-based, GFP fluorescence, uHTS; KKLEB NF-kB-GFP reporter, GFP fluorescence overnight; hit rate 0.86% among 360,000; inhibition, % at 5 µM;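 active means at least 50% inhibition at 5 µM, scaled per plate between neutral and stimulator controls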;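 further: PAF is a Pseudomonas aeruginosa culture filtrate used as stimulus; plate controls were PAF-stimulated DMSO wells for no effect and unstimulated DMSO wells for full effect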
HIF-2a inh: HIF-2a reporter inhibitors, primary screen, luminescence, 786-0 RCC cells; 786-0 RCC cells HIF-2a reporter, luciferase luminescence, overnight; inhibition, % at 18.8 µM; hit rate 0.72% among 360,000;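 active means inhibition of the luminescence signal of 40% or more relative to plate controls, in a single-dose primary screen at 18.75 µM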
TROY signal inh: inhibitors of TROY-driven NF-kB signaling, primary screen, Q293 LMP1-TROYcd cells, NF-kB luciferase, uHTS | Q293 LMP1-TROYcd NF-kB luciferase reporter, 4 h | AID 1347056, 2019 | inhibition, % at 10 µM | hit rate 0.98% among 360,000;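 active means compounds whose plate-normalised and pattern-corrected inhibition of the luciferase reporter signal at the single screening dose is 50% or more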
MITF TRPM1 inh: inhibitors of MITF-dependent TRPM1 promoter reporter, primary screen, cell-based, SK-MEL-5, single point, luciferase; SK-MEL-5 TRPM1 promoter luciferase, 24 h; AID 488899, 2010; hit rate 0.83% among 330,000; inhibition, % at 12.5 µM;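 active means mean inhibition across replicates of 60% or more, whatever share of single replicates reaches that level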; further: values of inactives mirror those of a sister screen read the other way
NR2E3 ag-1: inhibitors of NR2E3-RetCOR corepressor binding, primary screen, NR2E3 agonist project, biochemical, TR-FRET, GST-NR2E3, biotin-RetCOR | Photoreceptor-specific nuclear receptor (Homo sapiens), Q9Y5X4 | 1536-well | inhibition of corepressor binding, % at 4.78 µM | hit rate 0.12% among 320,000 | AID 2300, 2010;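 active means percent inhibition above the cutoff of mean plus 3 SD of all tested compounds, set per screening campaign, cut at about 20% in these data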;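 further: 0% = DMSO wells and 100% = biotin wells as full block of FRET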
Target sequence (Q9Y5X4 whole entry, looked up): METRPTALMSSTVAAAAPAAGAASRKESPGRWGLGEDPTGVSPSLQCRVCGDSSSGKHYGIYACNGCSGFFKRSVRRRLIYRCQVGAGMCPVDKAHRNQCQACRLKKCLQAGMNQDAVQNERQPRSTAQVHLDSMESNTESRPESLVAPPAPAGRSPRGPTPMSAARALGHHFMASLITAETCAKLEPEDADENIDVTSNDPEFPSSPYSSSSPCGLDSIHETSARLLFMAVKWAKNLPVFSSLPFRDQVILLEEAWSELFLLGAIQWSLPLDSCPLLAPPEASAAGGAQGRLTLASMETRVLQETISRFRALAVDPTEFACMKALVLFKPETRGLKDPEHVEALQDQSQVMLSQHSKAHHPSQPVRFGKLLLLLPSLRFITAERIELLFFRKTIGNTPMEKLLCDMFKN
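Test system – NR2E3–RetCOR corepressor complex · Quantity – NR2E3 fusion 1.35 nM · Buffer or medium – Tris pH 7.5 · Incubation – Compound–protein incubation for 5 h at 4 °C · Technique – TR-FRET, Eu(K)-anti-GST donor, streptavidin-D2 acceptor, ex 340, em 617/671 nm · Evaluation – percent inhibition of 671/617 nm emission ratio versus biotin and DMSO controls · Plate – 1536-well format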
NR2E3 ag-2: NR2E3 agonists in two-hybrid cells, primary screen, cell-based, luminescence, CHO-S, Gal4-NCOR/VP16-NR2E3. Photoreceptor-specific nuclear receptor (Homo sapiens), Q9Y5X4. luciferase. inhibition of corepressor binding, % at 3.98 µM. hit rate 0.35% among 360,000. AID 602229, 2012;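 active means inhibition above the mean of all tested compounds plus 3 SD, cut at about 70% in these data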;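 further: 0% = DMSO with NR2E3 transfected cells and 100% = cells lacking NR2E3 construct; higher means lower luciferase signal from less NR2E3 corepressor binding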
TRAIL sens C8: viability loss with TRAIL in NB7+C8 cells, primary screen, TRAIL sensitizer project, cell-based, ATPlite luminescence | hit rate 1% among 360,000 | inhibition (viability loss, TRAIL sensitization), % at 10 µM;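 active means compounds causing at least 50% loss of cell viability in the single-dose screen, relative to plate controls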
Shn3 inh set2: reduction of Shn3 3'UTR firefly luciferase signal, primary screen, Schnurri-3 inhibitor project, cell-based, Clone20 osteoblasts, set 2 | Clone20 osteoblast Shn3 3'UTR firefly luciferase, 24 h | inhibition, % at 12.5 µM | hit rate 0.52% among 360,000 | AID 588674, 2011;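 active means mean inhibition of at least 75% with every replicate also reaching 75%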;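 further: 0% = median of neutral control wells and 100% = pilot-screen positive control compound; some compounds past the cut are filed as inactive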
TWEAK-Fn14 inh: inhibitors of TWEAK-Fn14 signaling, primary screen, luciferase reporter cells, uHTS; TWEAK-stimulated Fn14 reporter cells, luciferase luminescence, 8 h; inhibition, % at 10 µM; hit rate 2% among 360,000; in the data active means inhibition above about 50%
Peg3 prom inh: Peg3 promoter-driven luciferase inhibitors, primary screen, cell-based, HeLa, luciferase luminescence; AID 588405, 2011; inhibition, % at 20 µM; hit rate 1.7% among 360,000; HeLa PEG-Prom luciferase reporter, overnight;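 active means inhibition of at least 50% at 20 µM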
* marks the source's active call; other numbers are inactive results; x = not tested or not shown. These rows are one share of the data, so the mix of outcomes need not match the whole.

SMILES	KKLEB cytotox	CF NFkB block	HIF-2a inh	TROY signal inh	MITF TRPM1 inh	NR2E3 ag-1	NR2E3 ag-2	TRAIL sens C8	Shn3 inh set2	TWEAK-Fn14 inh	Peg3 prom inh
Cc1ccc(CC(CC(=O)O)C(=O)Nc2ccc(Cl)cc2)cc1 (stereo not given)	4	-17	18	-8	16	0	-14	2	-7	0	13
CCOC(=O)N1CCC(NC(=O)c2cc(S(=O)(=O)N3CCCC3)cn2C)CC1	-3	8	12	-4	11	-1	15	-7	3	7	4
COc1ccc(C)cc1-n1nnnc1SCC(=O)N1CCC(C(=O)Nc2nccs2)CC1	10	4	10	10	8	0	9	14	10	25	4
CNC(=O)c1ccsc1NC(=O)c1ccccc1	-12	-32	-116	-28	-2	1	-12	25	-13	-33	-63
C=CCN(C(=O)C1CC(=O)N(C2CCCC2)C1)c1nc(-c2ccc(S(C)(=O)=O)cc2)cs1 (stereo not given)	23	-4	-168	37	-46	6	-53	22	60	24	-8
COc1cc(NC(=O)c2ccc(COCC(F)(F)F)cc2)cc(OC)c1OC	2	-11	9	-3	5	2	19	6	12	-11	5
CC(C)(C)NC(=O)COC(=O)Cc1ccc(Cl)cc1	2	11	15	-4	15	0	7	-1	17	13	18
CC(C)c1ccc(OCC(=O)NNC(=S)NC(=O)C2CC2)cc1	-9	11	-29	-12	6	0	-22	18	17	-29	12
O=C(Nc1ccccc1)c1cccc(S(=O)(=O)Oc2ccc([N+](=O)[O-])cc2)c1	-17	1	5	20	17	5	-11	2	-7	-7	7
Cc1cccc(-c2n[nH]c(S(C)(=O)=O)c2C#N)c1	-6	3	8	17	-4	2	-9	-8	2	-6	5
O=C(N/N=C/c1c[nH]c2ccccc12)c1ccccc1O	-8	-5	-183	-53	-49	-1	-23	-11	-54	-5	-181
CC(=O)c1sc(NC(=O)c2cc(S(=O)(=O)N3CCOCC3)ccc2F)nc1C	0	-23	15	-6	-1	2	-5	7	12	16	0
Cc1ccc(C)c(NC(=O)c2c(Cl)nc3ccccn23)c1	-9	-16	-18	-3	-13	2	-4	1	-16	-3	-23
COc1ccccc1NC(=O)c1sc2nc(Cc3ccccc3)cc(C(F)(F)F)c2c1N	-1	14	1	0	3	2	-9	-16	9	-12	1
CCCc1n(CC)c2ccccc2[n+]1CC(O)COC1CCCCC1 (stereo not given)	-3	14	23	10	5	2	1	7	-1	-4	6
C=CC1=C(C(=O)O)N2C(=O)C(NC(=O)Cc3ccccc3)C2SC1 (stereo not given)	2	-2	-11	-8	11	0	12	-35	-7	-13	-11
CN1CCN(CCCNC(=O)c2ccc(Cn3c(=S)[nH]c4ccc(Br)cc4c3=O)cc2)CC1	12	6	8	3	-37	-3	-35	-15	12	-10	-2
COC(=O)c1ccc(C(c2c(N)n(Cc3ccccc3)c(=O)n(C)c2=O)N2CCOCC2)cc1 (stereo not given)	4	1	4	-2	-3	0	-29	-6	1	-3	-2
CCC(O)(CCN1CCCCC1)c1ccccc1 (stereo not given)	10	4	10	x	4	1	-2	2	-3	8	24
CCOc1ccc(C(C)=O)cc1CN1C(=O)NC(C)(C2CC2)C1=O (stereo not given)	-14	11	22	14	12	2	-3	0	0	15	12
N#Cc1ccc2[nH]cc(C3c4cc(F)ccc4C=C(c4ccsc4)N3c3ccc(C#CCCO)cc3)c2c1 (stereo not given)	x	x	-31	-22	x	x	-15	-17	x	1	x
CCC(Sc1ccc(Cl)cc1)C(=O)Nc1nnc(-c2cccc([N+](=O)[O-])c2)s1 (stereo not given)	4	3	4	25	x	1	-3	3	-9	-10	10
CCOC(=O)Nc1cc(OC)c(OC)cc1Cc1nccc2cc(OC)c(OC)cc12	-4	-6	9	9	11	5	-21	-40	2	-2	12
O=C(c1ccccc1-c1nc(-c2ccccc2)no1)N1CCOCC1	-4	15	-42	-5	6	4	-20	9	-18	-5	-15
Cc1nc(N2CCOCC2)c2c(C)c(C(=O)Nc3ccc(F)cc3F)sc2n1	-15	17	-4	-9	3	2	4	-5	5	-1	2
COc1ccc(C(=O)CN2C(=O)NC3(CCc4ccccc43)C2=O)cc1 (stereo not given)	-6	-4	-6	4	-2	1	-7	-6	-5	-6	-13
CC(C)(C(=O)c1ccccc1)/[N+]([O-])=C/c1ccccc1	8	-10	4	1	3	4	5	-37	0	-14	-5
N#Cc1cnc(NN)nc1	12	-23	19	0	7	6	-1	4	-50	-6	-8
NC(=O)CC(NC(=O)c1ccccc1)c1ccc(N2CCC(Br)CC2)c([N+](=O)[O-])c1 (stereo not given)	-11	-6	7	5	10	2	-9	-2	42	23	12
CC1CCC(NC(=O)C(NS(=O)(=O)c2cccc3nsnc23)C(C)C)CC1 (stereo not given)	-1	-18	2	3	7	-6	-26	-6	-1	-9	9
CCN(C1CCCCC1)S(=O)(=O)c1c(C)n(C)c(=O)n(C)c1=O	14	-10	18	1	3	3	-34	8	-16	-3	0
COc1cc(C)ccc1OCCCCN1CC(C)OC(C)C1 (stereo not given)	4	-4	1	13	-7	0	1	-3	3	1	4
COc1ccc(C(OC(=O)c2ccco2)C(=O)NCc2ccco2)cc1 (stereo not given)	2	2	3	2	6	-1	-16	6	0	3	2
CCCn1c(N)c(N(CCOC)C(=O)c2cc(-c3ccco3)nc3ccccc23)c(=O)[nH]c1=O	-1	-2	6	-12	-6	-4	-24	-18	-19	4	4
Oc1cccc(/C=N/Nc2ccc(Cl)nn2)c1	6	-10	-9	-52	-52	3	-61	-9	-32	-27	-140
Cc1ccc(NC(=O)CN(CCc2ccccc2)S(C)(=O)=O)cc1	-3	5	12	7	24	x	-2	-4	-6	3	10
Cc1cc(Nc2ccccc2)cc(=O)n1C	21	-4	16	14	-8	0	9	-14	0	4	0
COc1ccc(CNCC(C)NCc2ccc(OC)c(OC)c2)cc1OC (stereo not given)	-2	-15	8	0	6	3	-36	6	2	11	1
CCN(CC)c1ccc(C(=O)n2cnc3ccccc32)cc1	-4	3	-261	-58	-45	4	-64	4	-63	34	-242
Cc1cccc(-c2noc(CNC(=O)Nc3ccc(F)cc3)n2)c1	0	10	13	4	-8	1	13	-5	10	-8	7
NC(=O)NC(=O)C[n+]1cccc(/C=N/O)c1	-1	18	13	-6	-4	2	-31	1	-15	4	-5
COc1ccccc1Cc1c(-c2ccc(Cl)cc2)nc2ccc(Cl)cn12	-15	6	-282	-31	x	x	-61	19	-58	15	-200
COc1ccc(CN2C(=O)c3ccccc3C2C(=O)NCc2cccnc2)c(OC)c1 (stereo not given)	-7	8	-1	7	11	2	6	-12	-4	-18	12
O=S(=O)(NCc1nc(-c2ccccc2)no1)c1ccc(F)cc1	3	-15	11	21	-1	-2	-7	-8	14	-8	-11
CCOC(=O)C1CCN(C(=O)C2CCCN(S(=O)(=O)c3ccc(OCC)c(Cl)c3)C2)CC1 (stereo not given)	19	-28	7	14	7	-2	70	2	81	18	36
S=C1NCN(Cc2ccco2)CN1CCc1ccccc1	4	-14	3	17	1	2	-15	4	-20	1	6
Cc1ccccc1C(=O)NC(=S)NC1CCSC1=O (stereo not given)	-7	3	13	-11	7	0	15	-18	8	-6	5
Cc1ccc2nc3c(nc2c1C)C(O)=C3O	4	-26	-1	0	10	-12	14	2	x	12	0
COc1ccc(CCNC(=O)C2CCN(S(=O)(=O)N3CCC4(CC3)OCCO4)CC2)cc1OC	10	-10	10	22	-8	-3	-21	6	3	-7	4
CCCCc1c(-c2ccccc2OC)ncn1CCc1cccc(Cl)c1	x	x	-8	27	x	x	-39	19	x	6	x
Cc1cc(O)c2c(c1)C(O)(C1OC(CO)C(O)C(O)C1O)c1cccc(O)c1C2=O (stereo not given)	12	-8	13	0	-1	2	-13	-17	3	6	-7
Cc1ccccc1C(=O)NNC(=S)NC(=O)c1cccs1	-2	-1	-6	-13	11	1	18	22	16	7	22
CCCC1O[C@@H]2C[C@H]3[C@@H]4CCC5=CC(=O)C=C[C@]5(C)[C@H]4[C@@H](O)C[C@]3(C)[C@]2(C(=O)CO)O1 (stereo not given in full)	22	90*	28	30	-20	0	7	1	7	1	4
Cc1nc2ccccc2c(N)c1C(=O)/C=C/c1ccccc1	-12	-14	-10	22	3	0	51	23	-2	34	72*
O=C(Nc1ccc2nc(C(F)(F)F)[nH]c2c1)[C@@H]1O[C@H](CO)[C@@H](O)[C@H]1O	5	2	-4	-13	x	x	-27	3	-6	16	-10
COc1ccc(C(N)c2csc(Nc3ccc(C(F)(F)F)cn3)n2)cc1 (stereo not given)	-12	29	13	14	x	x	22	5	13	-11	20
CCOc1ccc(N(CC(=O)Nc2ccc(F)c(F)c2)S(=O)(=O)c2c(C)noc2C)cc1	-3	6	6	17	6	2	-5	14	29	8	14
Cc1cccc2sc(NC(=O)CCNC(=O)c3ccco3)nc12	-20	9	-28	-18	-16	x	18	-5	8	5	-23
CCN(CC)c1ccc(/C=N/N2CCN(Cc3ccccc3Cl)CC2)c(O)c1	-8	22	-12	-10	7	-1	-31	21	-2	1	13
Cc1ccccc1OCCC(=O)OCC(=O)Nc1ccc(C)c(S(=O)(=O)N2CCCCC2)c1	-11	15	13	18	x	x	-23	-25	7	4	5

Reformatted with bars between the fields: 2 of the compounds above
structure | KKLEB cytotox | CF NFkB block | HIF-2a inh | TROY signal inh | MITF TRPM1 inh | NR2E3 ag-1 | NR2E3 ag-2 | TRAIL sens C8 | Shn3 inh set2 | TWEAK-Fn14 inh | Peg3 prom inh
NC(=O)NC(=O)C[n+]1cccc(/C=N/O)c1 | -1 | 18 | 13 | -6 | -4 | 2 | -31 | 1 | -15 | 4 | -5
CCOc1ccc(N(CC(=O)Nc2ccc(F)c(F)c2)S(=O)(=O)c2c(C)noc2C)cc1 | -3 | 6 | 6 | 17 | 6 | 2 | -5 | 14 | 29 | 8 | 14

Other structures:
SMILES	KKLEB cytotox	CF NFkB block	HIF-2a inh	TROY signal inh	MITF TRPM1 inh	NR2E3 ag-1	NR2E3 ag-2	TRAIL sens C8	Shn3 inh set2	TWEAK-Fn14 inh	Peg3 prom inh
COCCN1C(=O)c2ccccc2C(C(=O)N2CCN(c3ccccc3)CC2)C1c1ccc(F)cc1 (stereo not given)	0	-2	10	10	-4	-1	-16	-9	-11	-11	17
CN(C)CCN(Cc1cccs1)S(=O)(=O)c1csc(C(N)=O)c1	8	-20	8	-3	-5	2	-12	3	6	-12	-8
O=C(CSc1nnc(-c2ccco2)o1)NC1CCCCC1	-19	2	-5	-9	4	-3	2	-10	17	2	12
COc1ccc(-c2nc(C#N)c(NCc3ccccc3Cl)o2)cc1	-18	22	-116	-23	-29	-6	-37	-4	-12	-37	-39
